Screens (PubChem BioAssay)
PfHsp40 rescue: compounds rescuing yeast from Plasmodium falciparum HSP40 toxicity; S. cerevisiae expressing PfHsp40, growth rescue, ATP luminescence; growth rescue, % at 12.5 µM; actives 0.68% (n = 340,000); AID 504582; in the data active = growth rescue above about 28%, passing the limit was not always enough; inconclusive = no clear call, values can overlap the other calls;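 note: yeast W303a lacking pdr1 and pdr3 grown in galactose medium; growth measured after three days at 30 °C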
Vc quorum ag: induces V. cholerae light production without autoinducers. actives 0.16% (n = 350,000). activation, % at 18.7 µM. AID 588436. V. cholerae BH1578 lux reporter, luminescence, 6 h; in the data active = activation mostly above about 9.7%, no sharp cut-off; inconclusive = no clear call, values can overlap the other calls; inactive = mostly below about 3.7%; note: not every result past the cut was called active; inactives centre near 0; reference of the scale not given here
Mtb BioA inh: BioA (M. tuberculosis) enzyme inhibition | actives 0.096% (n = 360,000) | purified M. tuberculosis BioA enzyme, plate reader | inhibition, % at 9.99 µM; in the data active = inhibition above about 40%; inconclusive = no clear call, values can overlap the other calls
GDH-TPI inh: inhibits GDH-TPI coupling enzymes, artifact for Mtb FBA screen | GDH-TPI coupled enzyme counterscreen, NADH absorbance | actives 1.2% (n = 360,000) | AID 588335 | inhibition, % at 4.8 µM; in the data active = inhibition above about 30%;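 note: 0% = DMSO wells and 100% = wells lacking the enzyme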
TcdB GH inh: inhibitors of Clostridioides difficile toxin B glycohydrolase; AID 652162; actives 0.24% (n = 350,000); inhibition, % at 9.99 µM; TcdB glycohydrolase enzymatic assay, plate reader; in the data active = inhibition above about 10%
FBA Mtb inh: inhibits M. tuberculosis FBA enzyme | P9WQA3 | purified M. tuberculosis FBA, fluorescence read-out | inhibition, % at 1 µM | actives 2.3% (n = 360,000); in the data active = inhibition above about 27%;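 note: 0% = vehicle and 100% = reference inhibitor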
UGM FP inh: Mtb UDP-galactopyranose mutase inhibition. P9WIQ1. purified UGM, fluorescence polarization probe displacement. inhibition, % at 10 µM. actives 0.06% (n = 320,000). AID 504406; in the data active = inhibition above about 10%, passing the limit was not always enough; inconclusive = no clear call, values can overlap the other calls
Yp Topo-I inh: Y. pestis Topo-I inhibition via cleavage products. Y. pestis Topo-I cleavage product accumulation, plate reader. activity, % at 10 µM. actives 0.064% (n = 360,000); in the data active = activity above about 50%, passing the limit was not always enough; inconclusive = no clear call, values can overlap the other calls; note: inactives centre near 2
FadD28 FP inh: M. tuberculosis FadD28 bisubstrate binding inhibition. FadD28 bisubstrate probe binding, fluorescence polarization. inhibition, % at 12.5 µM. actives 0.22% (n = 360,000); in the data active = inhibition above about 8.5%, passing the limit was not always enough; inconclusive = no clear call, values can overlap the other calls
* hit, by the source's call; i = inactive; ? = inconclusive; / = no result given. Outcome played no part in choosing rows, and some 4.6% of all compounds hit somewhere here.

Below each compound – PfHsp40 rescue	Vc quorum ag	Mtb BioA inh	GDH-TPI inh	TcdB GH inh	FBA Mtb inh	UGM FP inh	Yp Topo-I inh	FadD28 FP inh
1: O=C(OCCN=C1NS(=O)(=O)c2ccccc21)C1CC(=O)N(c2ccc3ccccc3c2)C1 (stereo unspecified)
→ 1.4	1.3	0.3	-5.8	0.6	2.0	4.3	-0.2	-4.8
2: Cc1ccc(SC(=O)COc2ccc(C)c(C)c2)cc1
→ -0.2	i	0.2	-1.5	/	2.8	0.7	47.1	-0.2
3: CCNc1nc(SC(C)C(=O)OC)nc(N2CCOCC2)n1 (stereo unspecified)
→ -0.4	5.0	2.5	-8.2	/	-3.8	-2.1	1.1	-2.4
4: N#CCC(=O)N/N=C/c1ccc(SCC(=O)Nc2ccccc2)o1
→ -0.4	0.1	/	15.4	-0.2	-1.2	-2.6	4.5	-4.8
5: CCN(CC)c1ccc(/C=N/N2C(C)CCCC2C)c(O)c1 (stereo unspecified)
→ -1.8	-0.4	1.1	17.6	-0.5	0.5	-1.4	11.0	-2.8
6: CCC(=O)c1ccc(N2CCN(C(=O)c3ccccc3)CC2)c(F)c1
→ -1.1	3.0	/	12.6	-0.6	-1.5	0.1	3.0	-0.5
7: Cc1oc2c(c1C(=O)N1CCOCC1)C(=O)c1ccccc1C2=O
→ 1.0	/	2.4	-6.2	0.5	-0.2	-1.9	0.5	-3.9
8: Cn1ncc2c(NNC(=O)c3ccc(Cl)cc3Cl)ncnc21
→ -0.5	-0.1	/	6.3	-1.5	-2.4	1.1	3.7	-0.2
9: CCOc1ccnc(OCC)c1Br
→ -2.1	-4.8	-0.6	4.5	1.3	-0.6	2.2	-1.8	-3.2
10: N#Cc1c(N)nc2c(c1-c1ccc(F)cc1)CCC2
→ -0.7	i	-0.5	20.0	0.0	64.3*	-0.9	-2.4	-1.2
11: COCCOC(=O)c1[nH]c2c(c1C)C(=O)CC(c1ccco1)C2 (stereo unspecified)
→ 0.9	i	-1.1	-3.0	-0.1	-2.0	-1.2	1.7	-2.0
12: COc1ccccc1OCC(=O)NN=C(Cc1ccccc1)Cc1ccccc1
→ -1.5	i	/	2.3	0.4	-1.3	0.5	42.8	-0.3
13: CSc1ccccc1NC(=S)N/N=C/c1cccn1Cc1cccc(C)c1
→ 3.0	1.4	/	3.7	1.1	1.1	/	1.6	-2.4
14: CC(=O)Nc1cccc(S(N)(=O)=O)c1C
→ 0.1	i	/	5.3	0.6	0.0	1.4	9.5	-2.0
15: COc1cc(NC(=O)c2ccccc2F)ccc1NC(=O)c1cc2ccccc2o1
→ -0.3	1.0	-0.3	-0.8	-6.8	-1.9	0.0	8.5	-1.3
16: CN(C)S(=O)(=O)c1ccc(C(=O)OCC(=O)Nc2ccccc2OC(F)F)cc1
→ 0.5	i	-1.4	-4.4	/	-0.9	-1.6	-9.4	-0.4
17: COc1cccc(NC(=O)CNC(C)CCC(C)C)c1 (stereo unspecified)
→ -1.4	i	-1.7	-0.9	/	-1.6	0.4	2.7	-1.5
18: COc1ccc(C=C2NC(=S)NC2=O)cc1
→ -1.1	i	0.2	8.2	0.5	0.1	/	-10.1	-1.8
19: CCCN1CCN(CC(=O)Nc2nc3ccccc3s2)CC1
→ -0.9	i	-1.1	9.4	0.8	0.1	-1.6	1.4	-1.4
20: CCC1CCCCN1CCNC(=O)CNS(=O)(=O)c1ccc2nc(C)sc2c1 (stereo unspecified)
→ -0.1	i	-1.6	3.9	/	-3.3	-0.6	-0.2	-2.8
21: O=C(OCc1csc(-c2ccccc2)n1)c1cccs1
→ -1.9	i	2.3	6.7	/	0.0	-0.9	27.6	-1.2
22: Cc1nc2ccc(NC(=O)c3ccc(Cl)c([N+](=O)[O-])c3)cc2s1
→ 0.6	i	0.4	1.5	0.0	-4.3	-2.1	-3.1	-0.1
23: COc1cc(-c2noc(-c3ccccc3C(=O)NCc3ccco3)n2)cc(OC)c1OC
→ -0.3	i	0.5	4.8	/	0.6	0.6	6.7	-2.2
24: CSCC[C@H](NC(=O)NCc1cccs1)C(=O)O
→ ?	i	0.6	-3.1	/	1.2	0.5	-1.2	-0.1
25: COC(=O)C1=C(C)N(C)C(=O)NC1c1c(O)ccc2ccccc12 (stereo unspecified)
→ 1.0	22.3	0.9	4.4	0.8	1.2	1.3	2.5	-1.9
26: COc1ccc2[nH]c(=O)c(CN(C(C)=O)c3cccc(C)c3)cc2c1
→ -1.4	6.1	0.1	4.4	/	12.0	-2.5	13.2	-0.3
27: CCCCCCNc1ccc(C(=O)OCC)cc1
→ /	/	-1.0	/	0.3	2.0	/	/	-3.2
28: Cc1cc(C)c(C)c(S(=O)(=O)N2CCN(C(=O)c3cc(S(=O)(=O)N4CCOCC4)ccc3F)CC2)c1C
→ 2.0	1.0	-1.5	0.3	-0.9	0.3	-3.4	29.7	-1.3
29: c1ccc(/N=C2\N=C(Nc3ccccn3)c3ccccc32)nc1
→ 1.8	i	1.3	14.7	-0.9	1.3	0.6	11.9	-0.4
30: COc1cccc(NC(=O)CSCc2nc3sc(C)c(C)c3c(=O)[nH]2)c1
→ /	-0.8	-1.5	2.7	0.3	-1.9	/	4.5	0.7
31: Cc1ccc(CN2CCCC(C(=O)N3CCCC3)C2)cc1 (stereo unspecified)
→ -0.2	i	1.1	-5.1	0.5	3.4	0.4	2.1	-1.2
32: CCOC(=O)C1=CCC(c2ccco2)N(S(=O)(=O)c2ccc(C)cc2)C1 (stereo unspecified)
→ /	/	5.0	/	2.2	-2.3	/	/	-4.7
33: O=C(O)C1C2C=CC(C2)C1C(=O)NCCC1=CCCCC1 (stereo unspecified)
→ -0.4	i	/	3.3	/	0.2	-2.0	1.1	-4.2
34: CC(=O)c1cc(NC(=O)c2ccc(C)cc2)c(=O)oc1/C=C/N(C)C
→ 0.6	-4.2	-1.3	13.3	/	-11.5	-5.0	-3.6	-0.3
35: CCc1ccc(NC(=O)CCNS(=O)(=O)c2cccs2)cc1
→ 0.1	-0.6	-0.2	-8.8	-0.1	-1.5	-1.5	3.0	-5.0
36: Cc1ccc(C)c(NC(=O)Cn2nc([N+](=O)[O-])c(Br)c2C)c1
→ -1.0	-0.4	-1.9	-2.9	4.7	2.0	/	3.2	-4.3
37: Cn1c(=O)c(=O)n(C)c2cc(N3CCCC3)c(NS(=O)(=O)c3ccc(F)cc3)cc21
→ -1.0	-0.2	1.5	27.3	0.0	0.8	-0.6	8.2	-0.4
38: O=S1(=O)CCOC[C@H](c2ccccc2)N1Cc1ccccc1F
→ 2.3	-6.7	0.3	13.0	1.9	-0.3	-1.3	0.3	-7.8
39: CCC1=C(Nc2ccccc2)COC1=O
→ /	i	-0.8	8.8	1.1	1.0	/	3.4	-2.2
40: COc1cccc(-c2cnc3c(NC=O)cc(-c4cccc(C(=O)N(C)C)c4)cn23)c1
→ /	-0.5	0.4	12.5	1.6	2.6	/	30.0	-2.9
41: COc1cccc(OC)c1OC(=O)C1CC(=O)N(c2ccc3c(c2)OCCO3)C1 (stereo unspecified)
→ -0.5	0.5	-1.1	13.9	1.1	2.5	3.1	-1.0	0.0
42: COc1ccc(N2CCN(C(=O)CN(c3ccccc3)S(=O)(=O)c3ccc(OC)cc3)CC2)cc1
→ 1.7	-0.4	1.5	-3.4	/	0.2	-2.9	-4.7	-4.2
43: Cc1ccc(C(NC(=O)N2CCN(C)CC2)C(Cl)Cl)cc1F (stereo unspecified)
→ 0.8	i	0.0	-7.8	-1.0	-0.5	-1.2	-0.4	-4.0
44: COc1ccc(N)c2c1OCCC2=O
→ -0.8	-0.3	/	-5.2	/	1.1	0.8	-2.2	0.3
45: [N-]=[N+]=NC[C@H](Cc1ccccc1)N1CCN(Cc2ccccc2)CCC1=O
→ 1.6	-1.0	-2.5	2.8	0.2	5.5	-0.8	8.6	0.4
46: Cc1ccc(S(=O)(=O)c2c(N)n(/N=C/c3ccco3)c3nc4ccccc4nc23)cc1
→ 0.8	12.5	-0.4	23.5	/	15.8	-1.6	8.5	-1.9
47: CCOC(=O)C1CCCN(C(=O)C2CC(=O)N(c3ccc(C)cc3)C2)C1 (stereo unspecified)
→ -1.2	-2.8	1.5	4.9	-0.4	-0.1	-5.3	1.5	0.2
48: COc1ccc(-n2cnnc2SCc2cnc(-c3ccccc3)s2)cc1
→ -0.3	-0.2	4.3	-3.7	/	-0.9	0.1	23.7	-3.4
49: CC1(CCc2ccccc2)NC(=O)N(CC(=O)N2CCCCCC2)C1=O (stereo unspecified)
→ 0.1	-0.9	0.2	-6.0	2.6	0.8	1.2	8.3	0.4
50: O=S(=O)(c1ccccc1F)N1CCCc2ccccc21
→ -1.2	i	-0.7	-1.3	0.5	1.0	1.3	2.5	-1.6
51: COc1ccc(NC(=O)C2CCCN(c3nc(C)cc(C)n3)C2)cc1 (stereo unspecified)
→ -0.4	i	/	-2.8	0.6	-0.4	-0.4	1.8	-2.3
52: CC1C(=O)NN=C1C(=O)N/N=C/c1cccs1 (stereo unspecified)
→ -0.6	-0.5	/	11.5	-1.5	0.8	-0.1	3.3	-1.4
53: COc1ccc(CCNC(=O)c2ccc(CS(=O)(=O)c3ccc(Br)cc3)o2)cc1OC
→ -1.2	-0.6	/	5.4	0.9	3.2	3.9	9.2	1.7
54: O=C(c1cc(-c2ccccc2)n[nH]1)N1CCN(S(=O)(=O)c2ccccc2)CC1
→ 30.2*	-0.7	-1.5	-3.0	0.2	-0.2	-0.1	11.7	-4.1
55: FC(F)(F)/C(=N\P(=S)(N1CCOCC1)N1CCOCC1)N1CCOCC1
→ -0.3	-3.0	/	-9.8	1.7	-1.1	0.2	1.1	-4.2
56: CC1=C([N+](=O)[O-])C(c2ccccc2)NC(=O)N1 (stereo unspecified)
→ -1.3	i	-2.4	10.0	-4.6	-2.6	2.0	2.4	-0.9
57: Cc1cccc(CNCCc2ccccc2)n1
→ -1.2	i	-9.5	4.0	-0.7	2.1	-0.9	-2.4	-1.8
58: O=Cc1ccc(-c2ccc(F)cc2)o1
→ -0.8	-0.6	-0.8	29.3	-0.3	2.4	0.7	-0.7	-3.5
59: O=C(c1ccc(Cl)c(Cl)c1)N1CCC(=O)N(C(COCc2cccc(C(F)(F)F)c2)Cc2ccccc2)CC1 (stereo unspecified)
→ 0.8	i	-1.6	0.9	0.6	72.6*	-1.0	25.9	-1.9
60: CNC(C)C#Cc1ccc2c(=O)c3ccccc3oc2c1 (stereo unspecified)
→ 0.0	i	-3.7	17.1	1.4	5.4	-2.7	-7.5	-3.7
61: CC1CN(C(=O)c2cc(S(=O)(=O)N3CCCC3)ccc2Cl)CC(C)O1 (stereo unspecified)
→ -0.8	i	-2.2	-5.2	1.9	0.1	/	6.9	-4.5
